# D3 ag = D3 dopamine receptor (human) agonism; AID 652048; D3R DiscoveRx beta-arrestin cells, luminescence, 90 min; P35462; 0.58% of 410,000 active; max activation, %; in the data active = max activation above about 30%; also: 0% is about no effect; mostly tested at two doses, the higher about 12 µM
# Target sequence (P35462 whole entry, looked up): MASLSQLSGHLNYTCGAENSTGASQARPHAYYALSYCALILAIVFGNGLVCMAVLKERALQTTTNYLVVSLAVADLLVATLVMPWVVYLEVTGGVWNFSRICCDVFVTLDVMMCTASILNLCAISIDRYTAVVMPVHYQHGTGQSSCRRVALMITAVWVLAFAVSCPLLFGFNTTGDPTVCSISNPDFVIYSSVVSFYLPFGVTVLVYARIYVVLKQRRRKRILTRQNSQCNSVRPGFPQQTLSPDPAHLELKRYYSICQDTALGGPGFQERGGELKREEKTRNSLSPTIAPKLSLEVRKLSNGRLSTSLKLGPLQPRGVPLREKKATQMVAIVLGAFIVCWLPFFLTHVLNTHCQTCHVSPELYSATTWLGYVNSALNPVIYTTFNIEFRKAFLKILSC
#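 Cells at 1500/well, incubated overnight, then treated with pinned compounds (dopamine as control) for 90 min at 37 degrees C. DiscoveRx reagent added for 30 - 60 minutes at room temperature; luminescence read.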
# TDP-43 yeast inh = rescues yeast growth from TDP-43 toxicity | Potency, µM (top dose mostly 46.1 µM), inactives show at the highest dose growth rescue (activation), actives largely listed as activators | TDP-43 expressing yeast growth rescue, BacTiter-Glo, 24 h | 1.8% of 410,000 active; also: potency is read from the fitted curve at half-maximal effect; % of control where 0% means no effect; nearly all actives have a fitted effect of over 50% in size
#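 Yeast expressing TDP-43 (pregrown in raffinose, seeded at OD600=0.02 in galactose medium) exposed to compounds 24 hr at 30 deg C. Growth read by BacTiter-Glo luminescence; rescue of toxicity appears as increased signal.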
# D3 antag = blocks the human D3 dopamine receptor | D3R cells, DiscoveRx beta-arrestin luminescence, antagonist mode; stronger effect = lower value | 2.5% of 360,000 active | max response, negative = inhibition, % | AID 652054; in the data active = max response below about -50%; inconclusive = no clear call, values can overlap the other calls; also: % is scaled to controls: 0 for no effect and ±100 for the full control effect; mostly tested at two doses, the higher about 12 µM
#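 Cells plated overnight at 1500 cells/well, then exposed to library compounds with dopamine controls for 90 minutes at 37 degrees C. DiscoveRx reagent added for 30–60 minutes at room temperature; luminescence read, quantitative HTS format.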
# KB-V1 cytotox = KB-V1 MDR subline cytotoxicity | KB-V1 MDR cells viability, CellTiter-Glo, 72 h | Potency, µM (titrated, usually from 46.1 µM), for inactives: at the highest dose activity change, negative = cytotoxicity, most hits filed as cytotoxic | 3.4% of 400,000 active | AID 1347076; also: potency is read from the fitted curve at half-maximal effect; % is scaled to controls: 0 for no effect and ±100 for the full control effect; nearly all actives have a fitted effect of over 60% in size
#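 Cells of the MDR subline KB-V1 are plated, dosed with compound at multiple concentrations, and incubated 72 h at 37 degrees C; CellTiter-Glo is then added and luminescence read after 10 min.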
# GLP1R cytotox = cytotoxicity in counter-screen for GLP-1R inverse agonists; Potency, µM (titrated, usually from 38.3 µM), for the others: at the highest dose activity change, negative = inhibition, most hits filed as inhibitors; AID 624418; 0.13% of 410,000 active; HEK293 cAMP-luciferase reporter cells, luminescence, 24 h;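 also: loss of luciferase light is scored as toxicity; potency is read from the fitted curve at half-maximal effect; % is scaled to controls: 0 for no effect and ±100 for the full control effect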
#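 1536-well qHTS counterscreen of the MLSMR; 200 cells/uL, 12 h pre-incubation, 23 nL cpd, 24 h at 37 deg C 5% CO2, luciferase detection reagent, 12 min RT, luminescence. Inhibition = undesired.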
# aSyn rescue = rescues yeast growth from alpha-synuclein toxicity | Yeast expressing alpha-synuclein, growth rescue, BacTiter-Glo, 24 h | Potency, µM (top dose mostly 46.1 µM), for the others: at the top dose growth rescue (activation), hits mostly activators | 0.14% of 370,000 active; also: potency is read from the fitted curve at half-maximal effect; % of control where 0% means no effect; nearly all actives have a fitted effect of over 65% in size
#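 Screening used galactose-induced yeast with toxic alpha-synuclein levels, exposed to compound for 24 hr at 30 deg C. Cell growth, read with BacTiter-Glo luminescence, gave the measured signal.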
# GLP-1R agonist = activates the human GLP-1 receptor | P43220 | HEK293 GLP-1R CRE-luciferase, luminescence, 4-6 h; cells express a hypersensitive GLP-1R form | Potency, µM (top dose mostly 45.6 µM), inactives show at the top dose activation, most hits filed as activators | 0.007% of 380,000 active | AID 624172; also: potency is read from the fitted curve at half-maximal effect; % of control where 0% means no effect
# GLP-1R inv ag = GLP-1 receptor (human) inverse agonism; HEK293 GLP-1R CRE-luciferase, luminescence, 24 h; GLP-1R form is constitutively active; Potency, µM (top dose mostly 38.3 µM), for the others: at the top dose activity change, negative = inhibition, most hits filed as inhibitors; 1.6% of 410,000 active; also: potency is read from the fitted curve at half-maximal effect; % is scaled to controls: 0 for no effect and ±100 for the full control effect; nearly all actives have a fitted effect of over 55% in size
#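 Inverse agonism was detected as reduced cAMP-driven luciferase luminescence after 24 h compound treatment. The cells were HEK293 clones expressing constitutively active human GLP-1R with the reporter. Reporter-only and GPR119 cell lines served as counterscreen controls.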
# PTHR1 ag = activates the human parathyroid hormone receptor PTHR1; HEK293 GP2 PTHR1 cells, GloSensor cAMP luminescence, 1 h; 0.075% of 410,000 active; Potency, µM (series often up to 115 µM), for the others: top-dose activation, actives largely listed as activators; Q03431; also: potency is read from the fitted curve at half-maximal effect; nearly all actives have a fitted effect of over 55% in size; some results filed as inactive show a strong effect at the top dose; inactives centre near -15; many of its hits are not listed in these tables
# Target sequence (Q03431 whole entry, looked up): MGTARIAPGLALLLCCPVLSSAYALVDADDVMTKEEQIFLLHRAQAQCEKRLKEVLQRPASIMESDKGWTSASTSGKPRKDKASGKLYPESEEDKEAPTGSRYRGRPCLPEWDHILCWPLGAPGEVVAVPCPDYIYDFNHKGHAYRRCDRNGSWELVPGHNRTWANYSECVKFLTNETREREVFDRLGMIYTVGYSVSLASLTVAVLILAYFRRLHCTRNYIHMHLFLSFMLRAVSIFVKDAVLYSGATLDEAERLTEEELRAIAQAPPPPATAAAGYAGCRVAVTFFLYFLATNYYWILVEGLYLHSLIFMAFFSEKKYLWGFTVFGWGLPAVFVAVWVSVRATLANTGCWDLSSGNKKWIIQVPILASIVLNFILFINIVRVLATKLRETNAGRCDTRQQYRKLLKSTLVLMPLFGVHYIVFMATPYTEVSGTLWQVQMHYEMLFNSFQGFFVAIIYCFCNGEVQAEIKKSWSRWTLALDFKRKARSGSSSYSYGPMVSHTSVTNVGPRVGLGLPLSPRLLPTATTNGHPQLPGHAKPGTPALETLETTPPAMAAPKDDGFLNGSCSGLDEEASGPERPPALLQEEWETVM
#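 HEK-293-derived GP2 cells expressing PTHR1 and a GloSensor cAMP reporter, 3,000/well, plated overnight, given luciferin plus IBMX (each 0.5 mM as added) for 1 h at 37 °C, then compound for 1 h at 37 °C. Luminescence was read after 15 min at room temperature.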
# * hit, by the source's call; i = inactive; ? = inconclusive; · = no result given; [ ] = dose if it differs, or a comment. Unless noted, calls follow the shape of the dose curve; as a rule, active = well fitted curve in the direction sought with a large enough effect; inconclusive = small, poorly fitted or top-dose-only effect, or another doubt; inactive = no such curve, though single readings can be large; an effect the other way counts as inactive or inconclusive.
SMILES,D3 ag,TDP-43 yeast inh,D3 antag,KB-V1 cytotox,GLP1R cytotox,aSyn rescue,GLP-1R agonist,GLP-1R inv ag,PTHR1 ag
COc1cc2ccccc2cc1C(=O)N(CCN(C)C)c1nc2ccc(C)cc2s1,-18,-25%,-8,?,-14%,-1%,6%,4µM*,0%
COc1cc(Cn2c(=O)sc3ccccc32)ccc1OC(C)C,0,21%,·,-6%,6%,·,·,?,i
Cc1ccc(NC(=S)N2CCC(NC(=O)c3ccc(C)cc3)CC2)cc1,0,7%,0,?,-11%,1%,5%,-11%,-6%
C=CCNc1nc(C(=O)OCC(=O)NCc2cccc(Cl)c2)cs1,3,24%,0,-3%,2%,0%,8%,-2%,i
COC(=O)c1ccccc1NC(=O)C1CCN(C(=O)c2cc(OC)c(OC)c(OC)c2)CC1,6,8%,-14,-11%,-1%,1%,-2%,27%,-14%[57.5 µM]
NS(=O)(=O)c1ccc(N/N=C/c2ccccc2C(=O)O)c([N+](=O)[O-])c1,-5,0%,?,2%,-22%,4%,3%,16%,-21%
CC1CCN(C(=O)COC(=O)CNC(=O)C23CC4CC(CC(C4)C2)C3)CC1,4,12%,0,4%,-8%,0%,8%,3%,-24%
COc1ccc(-n2cnnc2SCC(=O)N(C)c2ccccc2)cc1,-12,-24%,-15,?,-19%,-2%,17%,-10%,-17%
O=C(Cn1nc(-c2ccccc2)c2cnc3ccccc3c21)Nc1ccccc1,1,19%,·,-1%,-2%,·,·,15%,i
Cc1ccc(-c2nnc(N(C)C(=O)c3cccnc3)s2)cn1,4,4%,-9,-7%,19%,1%,13%,52%[activator],-13%
CCOc1cc(CO)cc(Br)c1OCC(=O)Nc1ccccc1C,-2,?,4,?,-13%,6%,7%,-24%,-11%
CC(C)OCCCNC(=O)c1cc2c(s1)CS(=O)(=O)C2,4,-8%,2,-8%,9%,2%,0%,-18%,-27%[57.5 µM]
CCc1ccc(CN2CCc3nc(N4CCN(CC)CC4)ncc3C2)cc1,-15,8%,·,5%,-2%,·,·,5µM*,-4%
COc1ccc(S(=O)(=O)NC2CC2)cc1-n1cnnn1,-4,-20%,13,-8%,0%,12%,9%,1%,i
COc1cc(OC)cc(C(=O)NCCC(c2ccccc2)c2ccccc2)c1,-6,21%,-23,4%,9%,-2%,0%,?,-18%
COc1ccccc1CC(=O)NC(=O)c1ccccc1O,-12,?,-1,-1%,14%,-20%,2%,-3%,-8%
Cc1cc(C)cc(NC(=O)Cn2nnc(C(=O)NCc3ccc4c(c3)OCO4)c2N)c1,-6,7%,-1,4%,-15%,1%,-4%,5%,-27%
COc1ccccc1N1CCN(S(=O)(=O)CCNC(=O)COc2ccc(C(C)C)cc2)CC1,11,16µM*,·,·,1%,·,·,?,-33%[inhibitor]
Cn1c(=O)cc(OCCCC(=O)NCCC2=CCCCC2)c2ccccc21,6,-5%,5,-26%,6%,1%,9%,2%,i
COc1ccc(Cl)cc1NC(=O)C1CCN(C(=O)Nc2ccccc2)CC1,-11,15%,10,0%,?,2%,4%,?,-1%
O=[N+]([O-])c1ccccc1C=NNC(=S)NN=Cc1ccccc1[N+](=O)[O-],-23,-14%,-58*,?,?,-6%,13%,?,i
COc1ccc(-n2nc(C(=O)N3CCCCC3)c3ccccc3c2=O)cc1,10,0%,-13,12%,4%,2%,17%,11%,-2%[57.5 µM]
CCOC(=O)c1cc2n(n1)C(C(F)(F)F)CC(C)N2 (stereo not given),-5,1%,?,2%,4%,1%,-10%,5%,-4%[57.5 µM]
Cc1ccc(C2C(C(=O)O)c3ccccc3C(=O)N2C)o1 (stereo not given),3,-6%,9,-1%,-7%,2%,-1%,-9%,i
Cc1c(NC(=O)CSc2nc3ccccc3s2)c(=O)n(-c2ccccc2)n1C,-14,-22%,0,-19%,12%,0%,3%,0%,i
CC(=O)N1CCN(C(=O)c2ccc(Cl)c(S(=O)(=O)N3CCc4ccccc43)c2)CC1,-3,0%,-3,-14%,3%,-5%,1%,0%,i
COCCNS(=O)(=O)c1ccc2c(c1)Cc1cc(S(=O)(=O)NCCOC)ccc1-2,5,15%,15,-1%,-12%,12%,0%,62%[activator],i
CC(=O)N1CCc2cc(S(=O)(=O)NCC(=O)NCc3ccc(F)cc3)ccc21,13,-10%,-2,?,7%,-5%,3%,8%,-14%
COc1ccc(CCn2c(Br)nc3c2c(=O)[nH]c(=O)n3C)cc1,6,-30%[inhibitor],-29,4.1µM*,11%,-3%,3%,1%,i
Cc1ccc(NC(=S)Nc2ccc(F)cc2)cc1C,12,?,-11,13%,?,-7%,-1%,?,-44%[inhibitor]
CCOc1cc(/C=C(\C#N)C(=O)Nc2cccc(C(=O)O)c2)cc(Br)c1OC(=O)c1ccc(OC)cc1,3,10%,-29,32%,28%,7%,7%,?,i
Cc1cccc(CN(C(=S)Nc2c(C)cccc2C)c2cccnc2)c1,2,9%,14,-30%,17%[0.307 µM],-1%,-4%,20%[0.307 µM],-10%
O=C(Cc1ccccc1)NNC1CC(=O)N(c2ccc(Br)cc2)C1=O (stereo not given),-2,-15%,23,24%,-5%,-1%,-1%,6%,-3%
CN1CCC(N(C)C(=O)COc2ccccc2Cl)CC1,3,18%,16,-5%,-5%,-9%,-14%,-14%,i
COc1ccc(N(CC(=O)N2CCCCCC2)S(=O)(=O)c2ccccc2[N+](=O)[O-])c(OC)c1,2,-16%,-9,-23%,?,-10%,16%,13%,i
O=C(NC1CCC(O)CC1)c1ccc(NS(=O)(=O)c2cccc([N+](=O)[O-])c2)cc1 (stereo not given),-5,14%,-23,?,3%,10%,-3%,9%,-23%

# Complete entries as entered above. Screens in order: D3 ag	TDP-43 yeast inh	D3 antag	KB-V1 cytotox	GLP1R cytotox	aSyn rescue	GLP-1R agonist	GLP-1R inv ag	PTHR1 ag
# `COc1ccc(CCn2c(Br)nc3c2c(=O)[nH]c(=O)n3C)cc1` as listed: 6	-30%[inhibitor]	-29	4.1µM*	11%	-3%	3%	1%	i
# `Cc1ccc(NC(=S)Nc2ccc(F)cc2)cc1C` as listed: 12	?	-11	13%	?	-7%	-1%	?	-44%[inhibitor]
# `O=C(Cc1ccccc1)NNC1CC(=O)N(c2ccc(Br)cc2)C1=O` (stereo not given) as listed: -2	-15%	23	24%	-5%	-1%	-1%	6%	-3%
# `Cc1ccc(NC(=S)N2CCC(NC(=O)c3ccc(C)cc3)CC2)cc1` as listed: 0	7%	0	?	-11%	1%	5%	-11%	-6%
# `COc1ccc(-n2cnnc2SCC(=O)N(C)c2ccccc2)cc1` as listed: -12	-24%	-15	?	-19%	-2%	17%	-10%	-17%

# Reformatted tab-delimited: entries from further up
structure	D3 ag	TDP-43 yeast inh	D3 antag	KB-V1 cytotox	GLP1R cytotox	aSyn rescue	GLP-1R agonist	GLP-1R inv ag	PTHR1 ag
CCOc1cc(/C=C(\C#N)C(=O)Nc2cccc(C(=O)O)c2)cc(Br)c1OC(=O)c1ccc(OC)cc1	3	10%	-29	32%	28%	7%	7%	?	i
Cc1cccc(CN(C(=S)Nc2c(C)cccc2C)c2cccnc2)c1	2	9%	14	-30%	17%[0.307 µM]	-1%	-4%	20%[0.307 µM]	-10%

# Following part
SMILES,D3 ag,TDP-43 yeast inh,D3 antag,KB-V1 cytotox,GLP1R cytotox,aSyn rescue,GLP-1R agonist,GLP-1R inv ag,PTHR1 ag
Cn1nc(C(C)(C)C)cc1C(=O)N1CCCCC1c1cc(C(=O)N2CCOCC2)no1 (stereo not given),-8,7%,-11,?,-1%,-3%,-1%,2%,-11%
COc1ccc(OC)c(C(C)NC(=O)Cn2c(=O)cc(C)c3c(C)nn(-c4ccc(C)cc4)c32)c1 (stereo not given),-9,?,·,·,12%,·,·,6%,i
CCc1ccc2oc(-c3cccc(NC(=O)COc4ccccc4Cl)c3)nc2c1,9,28%,·,?,12%,·,·,20%,-43%[inhibitor]
Cc1cnc(C(=O)Nc2cccc3ncccc23)cn1,0,7%,15,10%,-17%,7%,-3%,18%,i
Cn1cnc2c(=O)oc3ccc(S(=O)(=O)N4CCN(c5ccccc5F)CC4)cc3c21,-4,4%,·,?,12%,·,·,6%,-21%
COc1ccc(CCNC(=O)C(=O)NCC(c2ccco2)S(=O)(=O)c2cccs2)cc1 (stereo not given),-3,2%,·,1%,-7%,·,·,9%,-50%[inhibitor]
CN(NC(=O)c1ccco1)c1nc2ccccc2nc1C(F)(F)F,5,-9%,-7,-6%,-9%,2%,11%,-8%,i
COC(=O)Cn1c(C)c(C(C)=O)c(C(C)=O)c1C,4,7%,5,?,6%,-3%,-9%,8%,-5%[57.5 µM]
COc1ccc(NC(=O)C2Cc3cccc(OC)c3O/C2=N\O)cc1 (stereo not given),-1,11%,-7,-16%,-17%,3%,2%,?,i
CCCc1nc2nc(C)c(NS(=O)(=O)c3ccc(Cl)cc3)c(=O)n2[nH]1,0,-11%,-16,24%,9%,-1%,-2%,-8%,-4%
COc1cc2c(cc1OC)C(C)N(CC(=O)Nc1ccc(S(=O)(=O)N3CCCC3)cc1)CC2 (stereo not given),4,19%,17,-3%,?,-1%,9%,8%,i
O=C(c1ccc2oc(CCc3ccccc3)nc2c1)N1CCC(O)CC1,-7,12%,23,10%,-9%,3%,-7%,?,-12%
CC(=O)C1=C(O)C(=O)N(c2cccnc2)C1c1cccc([N+](=O)[O-])c1 (stereo not given),-6,-19%,-26,-1%,-1%,-1%,-4%,12%,i
N/N=C(\c1ccccc1)C12CN3CN(CN(C3)C1)C2,2,-18%[0.397 µM],3,13%,9%,-5%,9%,18%,i

# Assay outcomes as filed in PubChem.

# An excerpt. The share of hits here may be higher or lower than overall.
